Screening data as filed in PubChem BioAssay.
Tau filament bind: binders of human tau filaments. recombinant tau filaments, thioflavin S fluorescence, 15 h; filaments grown with octadecylsulfate alongside compound. P10636. 71,000 compounds, 2% hits. Potency, µM (highest dose often 57.1 µM), for inactives: top-dose activity change, negative = inhibition. AID 596;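 also: potency is read from the fitted curve at half-maximal effect; % is scaled to controls: 0 for no effect and ±100 for the full control effect; actives lower thioflavin S fluorescence by blocking filaments or displacing dye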
Target sequence (P10636 whole entry, looked up): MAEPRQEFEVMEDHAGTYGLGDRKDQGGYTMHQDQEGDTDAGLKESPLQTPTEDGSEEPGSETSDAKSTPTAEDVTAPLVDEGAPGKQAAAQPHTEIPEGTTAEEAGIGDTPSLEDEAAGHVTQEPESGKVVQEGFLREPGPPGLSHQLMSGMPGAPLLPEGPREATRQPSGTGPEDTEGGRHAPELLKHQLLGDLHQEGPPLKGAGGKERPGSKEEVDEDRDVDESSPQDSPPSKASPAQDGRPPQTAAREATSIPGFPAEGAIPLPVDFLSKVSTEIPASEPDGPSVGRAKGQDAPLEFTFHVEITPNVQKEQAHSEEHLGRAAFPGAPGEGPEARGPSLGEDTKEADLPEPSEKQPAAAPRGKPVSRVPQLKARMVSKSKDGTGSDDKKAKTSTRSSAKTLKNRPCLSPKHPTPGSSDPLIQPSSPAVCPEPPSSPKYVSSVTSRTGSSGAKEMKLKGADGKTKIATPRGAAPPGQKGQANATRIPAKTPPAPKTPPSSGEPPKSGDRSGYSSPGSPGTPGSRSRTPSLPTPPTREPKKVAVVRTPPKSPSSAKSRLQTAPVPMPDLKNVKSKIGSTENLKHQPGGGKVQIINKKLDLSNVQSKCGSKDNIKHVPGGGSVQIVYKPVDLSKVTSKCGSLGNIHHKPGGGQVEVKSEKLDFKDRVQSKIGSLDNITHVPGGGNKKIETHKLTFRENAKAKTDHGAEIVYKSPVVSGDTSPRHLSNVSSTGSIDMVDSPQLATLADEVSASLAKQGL
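His-tagged recombinant human tau (exons 2, 3 and 10 included), 1 uM, was induced to fibrillize by 30 uM sodium octadecylsulfate with compound present. After 15 h at 37 C, thioflavine S fluorescence (ex 450, em 510 nm) was read.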
HBB splicing: hemoglobin beta splicing modulation | HBB splicing reporter cell assay, activation; EGFP reporter with mutant IVS2-654 intron; response scale: normalised to 500 nM splice-correcting PNA | Potency, µM (highest dose often 46.1 µM), without a hit: at the highest dose activation, hits mostly activators | 65,000 compounds, 0.06% hits; also: potency is read from the fitted curve at half-maximal effect; 0% is about no effect
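Compounds were applied for 2 days to HeLa EGFP-654 cells, 500/well in Optimem with 2% FCS. The reporter's EGFP is disrupted by mis-splicing of beta-globin intron IVS2-654. Readout: summed well GFP fluorescence from 488 nm laser scanning; reference was 500 nM antisense […] 654 PNA.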
GFP derepression: epigenetic modulators derepressing GFP locus in mouse cells; mouse C127i GFP locus derepression, cytometry, 30 h; Potency, µM (doses to about 46.1 µM), without a hit: at the top dose GFP derepression (activation); 68,000 compounds, 0.09% hits; AID 597; also: % of control where 0% means no effect
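Murine C127i mammary cells carrying a silenced, stably integrated CMV-driven GFP reporter were treated with compound for 30 hours at 37 C. After PBS washes, GFP-positive cells were counted by laser-scanning microplate cytometry.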
ALOX15 inhib: inhibitors of human 15-lipoxygenase (ALOX15) | purified 15hLO-1, xylenol orange hydroperoxide absorbance | AID 887 | P16050 | Potency, µM (top dose mostly 57.1 µM), without a hit: at the top dose activity change, negative = inhibition, hits mostly inhibitors | 74,000 compounds, 1.4% hits; also: potency is read from the fitted curve at half-maximal effect; % is scaled to controls: 0 for no effect and ±100 for the full control effect; nearly all actives have a fitted effect of over 55% in size
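Compounds were preincubated 15 min at room temperature with 40 nM purified human enzyme (25 mM Hepes pH 7.5, 0.01% Triton X-100); 50 uM arachidonic acid reacted 6 min. Fe-xylenol orange detection, 30 min, absorbance ratio 573/405 nm.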
HADH2 inhib: inhibitors of human HADH2 dehydrogenase; Q99714; recombinant HADH2, NADH fluorescence, beta-hydroxybutyryl-CoA; Potency, µM (titrated, usually from 57.1 µM), for the others: at the highest dose activity change, negative = inhibition, most hits filed as inhibitors; 73,000 compounds, 3.4% hits; AID 886; also: potency is read from the fitted curve at half-maximal effect; % is scaled to controls: 0 for no effect and ±100 for the full control effect; nearly all actives have a fitted effect of over 60% in size; many of its hits are not listed in these tables
Target sequence (Q99714 whole entry, looked up, one chain of several): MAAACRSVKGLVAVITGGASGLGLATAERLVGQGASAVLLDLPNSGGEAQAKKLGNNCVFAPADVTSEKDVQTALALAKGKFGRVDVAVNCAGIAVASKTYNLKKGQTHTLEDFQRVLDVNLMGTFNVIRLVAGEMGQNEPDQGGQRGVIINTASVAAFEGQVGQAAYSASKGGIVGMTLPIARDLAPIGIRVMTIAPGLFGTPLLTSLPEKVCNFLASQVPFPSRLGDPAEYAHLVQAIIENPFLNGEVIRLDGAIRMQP
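NADH fluorescence (ex 360/em 450 nm) read every 30 s for 4 min; activity taken as last-minus-first time point difference. Enzyme 20 nM, NAD+ 1 mM, beta-hydroxybutyryl-CoA 90 uM, pH 9.0 Tris buffer.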
Hsp90 Hop PPI: changes Hsp90-Hop TPR2A binding signal, up or down | AID 595 | AlphaScreen TPR2A-His6 binding biotin-Hsp90 C-terminal peptide | 71,000 compounds, 0.44% hits | Potency, µM (titrated, usually from 57 µM), inactives show top-dose activity change, negative = inhibition; active = well fitted curve in either direction with a large enough effect; inconclusive = small, poorly fitted or top-dose-only effect, or another doubt; also: potency is read from the fitted curve at half-maximal effect; % is scaled to controls: 0 for no effect and ±100 for the full control effect; many of its hits are not listed in these tables
Ub-GFP proteasome: proteasome inhibitors stabilizing ubiquitin-GFP reporter; Ubiquitin-GFP reporter cells, proteasome inhibition, GFP fluorescence; response scale: untreated = 0%, 10 µM MG-132 = 100%; Potency, µM (titrated, usually from 45.9 µM), for the others: at the top dose activation (GFP accumulation), hits mostly activators; 67,000 tested, under 10 active; AID 526; active = well fitted activation curve with a large enough effect, not every such curve was filed as active; inconclusive = small, poorly fitted or top-dose-only effect, or another doubt; inactive = no such curve, though single readings can be large or run the other way; also: potency is read from the fitted curve at half-maximal effect
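U2OS cells stably expressing ubiquitin(G76V)-GFP, seeded overnight in 0.5% FBS medium, were exposed to compounds (qHTS, 46 uM to 2.9 nM) for 4 hr at 37 °C. GFP-positive cells were counted by laser cytometry (488 ex/515 em), normalized between basal and 10 uM MG-132.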
ERK AVP inh: blocks ERK signaling stimulated by vasopressin. HEK293-V1b, vasopressin-stimulated pERK AlphaScreen. Potency, µM (doses to about 57.5 µM), for inactives: at the highest dose activity, negative = inhibition, actives largely listed as inhibitors. 72,000 compounds, 0.99% hits. AID 995; also: potency is read from the fitted curve at half-maximal effect; % is scaled to controls: 0 for no effect and ±100 for the full control effect; nearly all actives have a fitted effect of over 55% in size
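qHTS, compounds titrated on V1b-expressing HEK293 cells. Preincubation 30 min at 37C, vasopressin 25 nM for 5 min, lysis 10 min, bead incubation 5 hr at room temperature.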
CRE-bla Fsk: modulators of forskolin-stimulated CRE signaling in CHO cells; CHO CRE-bla reporter (cAMP response element driving beta-lactamase), forskolin EC10, beta-lactamase ratio; Potency, µM (doses to about 38.2 µM), for the others: at the highest dose activity change, negative = inhibition, usual class: activators; 71,000 compounds, 2.5% hits; AID 662; active = well fitted activation curve with a large enough effect in the signal ratio, with a control signal flat, not every such curve was filed as active; inconclusive = small, poorly fitted or top-dose-only effect, or effect the other way, or a change in a side signal; the % refers to the signal ratio; also: potency is read from the fitted curve at half-maximal effect; % of control where 0% means no effect
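Titrated compounds plus EC10 NKH 477 on CHO CRE-bla cells, 3 h, 37 °C. CCF4, 2 h RT. Ratio 460/530 nm → AC50.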
DNA Pol III inh: DNA polymerase III holoenzyme inhibition | AID 603 | Potency, µM (top dose mostly 57.1 µM), without a hit: at the highest dose activity change, negative = inhibition | 71,000 compounds, 0.25% hits | reconstituted DNA polymerase III holoenzyme replication, biochemical; also: potency is read from the fitted curve at half-maximal effect; % is scaled to controls: 0 for no effect and ±100 for the full control effect
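Reconstituted *E. coli* holoenzyme (0.35 nM Pol III, 1 nM beta, 154 nM SSB, 2 nM primase) was preincubated with compound for 15 min at RT. Synthesis on 1.4 nM ssM13Gori ran 35 min, then was stopped with PicoGreen/EDTA and read as dsDNA fluorescence.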
Luciferase inh: blocks Photinus pyralis firefly luciferase activity; 72,000 compounds, 2.2% hits; purified firefly luciferase, luminescence, 8 min; AID 411; P08659; Potency, µM (doses to about 57.1 µM), for inactives: at the top dose activity change, negative = inhibition, usual class: inhibitors; also: potency is read from the fitted curve at half-maximal effect; % is scaled to controls: 0 for no effect and ±100 for the full control effect; nearly all actives have a fitted effect of over 40% in size
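Compounds were tested as concentration series (qHTS) against purified P. pyralis luciferase with luciferin and 10 uM ATP in 50 mM imidazole pH 7.2, 50 mM KCl, 7 mM MgCl2, 0.01% Tween 20, 0.05% BSA. Luminescence was read after 8 min at ambient temperature.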
* hit, by the source's call; ? = inconclusive; / = not tested or not shown; [ ] = another dose, or the depositor's remark. Unless noted, calls follow the shape of the dose curve; as a rule, active = well fitted curve in the direction sought with a large enough effect; inconclusive = small, poorly fitted or top-dose-only effect, or another doubt; inactive = no such curve, though single readings can be large; an effect the other way counts as inactive or inconclusive.

Every second line gives: Tau filament bind | HBB splicing | GFP derepression | ALOX15 inhib | HADH2 inhib | Hsp90 Hop PPI | Ub-GFP proteasome | ERK AVP inh | CRE-bla Fsk | DNA Pol III inh | Luciferase inh
CCN1CCN(C(=O)c2cc3c(=O)n4ccccc4nc3n2Cc2ccccc2)CC1
    5% | -1.9% | -2% | 5% | -11% | -2% | -8% | -15% | -3% | -4% | 7.9µM*
Cc1ccnc2nc(C(=O)NC3=NCCS3)nn12
    -1% | -1.4% | 1% | 4% | 3% | -28% | -3% | 4% | -8% | -6% | -35%
C=CCN1C(=NC(=O)CCCC(=O)O)SC2CS(=O)(=O)CC21 (centres undefined)
    -26% | -0.6%[0.369 µM] | 0% | 8% | -4% | -2% | 6% | -4% | 8% | 2% | 1%
CCCn1cc(C(CC(=O)O)C(=O)O)c2ccccc21 (centres undefined)
    1% | -1.1% | 4% | 2% | 7% | -5% | 0% | -10% | ? | -6% | 1%
Cc1ccc2nc(CSc3nnc(-c4ccco4)n3-c3ccccc3)cc(=O)n2c1
    8% | -0.2%[57.5 µM] | 1% | -5% | -3% | -1% | 1% | 20% | 5µM* | -2% | 2%
O=C(NCc1ccc(Cl)c(Cl)c1)c1cccnc1
    2%[11.4 µM] | -2.4%[0.0738 µM] | -2% | 0%[11.4 µM] | 19%[11.4 µM] | -1%[11 µM] | 9%[9.17 µM] | -9% | -25%[7.6 µM] | 4%[11.4 µM] | 2%
O=C(NCCCN1CCOCC1)c1ccc(CS(=O)(=O)c2c(Cl)cccc2Cl)o1
    3% | -1.7% | / | 0% | 9% | -5%[2.3 µM] | -2% | -3% | 0% | 1% | 2%
CC(C)CCNC(=O)Cn1c(=O)oc2cc(S(=O)(=O)N3CCc4ccccc43)ccc21
    28% | 0.8% | 2% | -2% | 5% | 0% | 12% | 10% | -3% | 2% | -1%
Cc1ccc(NC(=O)c2ccco2)cc1C
    -5% | -0.4% | -2% | 0% | -8% | 0% | 7% | -5% | -4% | -2% | 16µM*
O=C(Nc1nc2ccccc2n1Cc1ccc(Cl)cc1)c1ccco1
    139% | -0.7%[9.22 µM] | 7% | 3% | -5% | -4% | -1% | 10% | 5% | -5% | -1%
Cc1noc(C)c1-c1nc(NCc2ccccc2)c2ccccc2n1
    8% | -2.6% | 2%[9.22 µM] | ? | -12% | 7% | 5% | -28% | 25% | 4% | -1%[2.29 µM]
CCOC(=O)c1ccc(NC(=O)Cn2cc3c(n2)CCC(C)C3)cc1 (centres undefined)
    279% | 0.3% | 3% | 5% | 8% | 2% | 12% | -11% | 2% | 1% | 1%
Cc1cc(-c2cccnc2)c(C#N)c(SCC#N)n1
    -4% | 0.5% | 0% | -2% | -22% | 1% | -1% | ? | 13µM* | -3% | 0%
COc1cccc(CC(NC(C)=O)C(=O)NC2CCN(c3c4c(nc5ncnn35)CCC4)CC2)c1 (centres undefined)
    4% | 4.1% | -1% | 0% | 17% | -2% | -3% | -2% | -8% | -16% | 0%
O=C(CN(C(=O)c1ccco1)c1cccc(F)c1)NCc1ccc(F)cc1
    0% | / | 1% | -2% | -2% | -2% | -4% | 19% | -8% | -8% | 1%
COC(=O)[C@@H]1CC[C@H](C)[C@@H](c2ccc(C)cc2)N1C(=O)c1ccc(/C=N\OC[C@@H](O)[C@H]2O[C@H]3OC(C)(C)O[C@H]3[C@@H]2O)cc1
    / | 0.8%[9.22 µM] | / | -9%[11.4 µM] | -1%[11.4 µM] | / | / | 17%[11.5 µM] | / | / | 0%[11.4 µM]
CN1CCCC(OC(=O)c2ccc3c(c2)OCCO3)C1 (centres undefined)
    -3% | -0.2%[57.5 µM] | -2% | 15% | -10% | 1% | 1% | 21% | -5% | -1% | -3%
CCOC(=O)c1snc(-c2ccc(F)cc2)c1N
    -11% | -0.3%[57.5 µM] | -1% | 13% | 21% | 72% | 6% | 43%[activator] | 14% | -12% | -6%
CCc1nc(SCC(=O)N2CCCC2)c2ccccc2n1
    -11% | 0.0%[57.5 µM] | -2% | 6% | 1% | -1% | 4% | -12% | ? | 0% | -2%
CCNS(=O)(=O)c1ccc(NS(=O)(=O)c2cc(C)ccc2C)cc1
    8% | -2.2% | 0% | 6% | -6% | 0% | 1% | -8% | 4% | 2% | -1%
COc1ccc(OC)c(-c2nc(C)sc2CC(=O)O)c1
    3% | 5.7% | 6% | -1% | 2% | 2% | -2% | -5% | -2% | -5% | 2%
COc1ccc(N=c2oc3cc(O)ccc3cc2C(=O)NCC2CCCO2)c(OC)c1 (centres undefined)
    27% | -2.6% | ? | -12% | 30% | -13% | 5% | ? | ? | -2% | -13%
COC(=O)c1ccc(NC(=O)C23CCC(C)(C(=O)O2)C3(C)C)cc1 (centres undefined)
    13% | -0.6% | 2% | 3% | 8% | 1% | -12% | -22% | 3% | 1% | 0%
O=C(OCc1cccs1)c1ccccc1NS(=O)(=O)c1ccc2c(c1)OCCO2
    -7% | -0.2%[57.5 µM] | -2% | 7% | -25% | 29% | -5% | 14% | 7% | ? | 1%
CCN(c1ccccc1)S(=O)(=O)c1cnc[nH]1
    -9% | -0.4% | 1% | 0% | 1% | -3% | -3% | 11% | 6% | 1% | -6%
OCCN1CCN(c2nc(-c3ccccc3)c3cc(Cl)ccc3n2)CC1
    157% | 4.5%[0.369 µM] | 2% | -26% | 6% | -4% | / | 13% | ? | -5% | 0%
CCSc1oc(-c2ccco2)nc1S(=O)(=O)c1ccc(F)cc1
    -19% | -0.7% | 1% | ? | -22% | 2% | -7% | 13% | 4% | 0% | -7%
CC(C)N(Cc1nc(-c2ccccc2)no1)C(=O)c1ccc2c(c1)OCO2
    -1% | 0.0% | 3% | 7% | 9% | -7% | -1% | 3% | 5% | -2% | 2%
CC1(C(=O)O)CCC(C(=O)N2CCOCC2)C1(C)C (centres undefined)
    -3% | -4.7% | -2% | 10% | -16% | -1% | -1% | -1% | ? | -4% | 3%
Cc1ccc(C2=Nc3ccccc3NC(C)(c3ccc(C)o3)C2)o1 (centres undefined)
    23% | -0.9% | 4% | -12% | 3% | -3% | -2% | -3% | ? | -4% | 1%
CC1CCN(C(=O)C2Cc3ccccc3CN2S(=O)(=O)c2ccc(F)cc2)CC1 (centres undefined)
    5% | -0.8% | 0% | 6% | 7% | 6% | 14% | 9% | -1% | -2% | 1%
O=C(CN1CCN(C2CCCCC2)CC1)c1ccc2cc[nH]c2c1
    14% | -0.6% | / | -7% | ? | -4% | -5% | / | -13% | -3% | 0%
CSc1nnc(Cn2c(=O)sc3ccccc32)n1-c1ccccc1C
    -13% | 0.1% | -4% | 7% | 0% | -2% | 3% | 3% | -2% | 0% | 0%
O=C(NCC1CCCO1)c1cccnc1Nc1ccccc1F (centres undefined)
    -19% | 0.1%[57.5 µM] | -3% | 10% | -1% | -2% | 1% | -18% | -1% | -7% | 1%
O=C(CSc1nnc(-c2ccco2)o1)c1ccccc1
    -27% | -0.4% | 0% | 1% | ? | -9% | 6% | 20% | -11% | -1% | -4%
COc1ccc(C(=O)/C=C\N2CCOCC2)cc1
    96% | 1.7% | -8% | 1% | -6% | -4% | 0% | -9% | -6% | -3% | -21%

Reprinted at random: 2 compounds from above
Every second line gives: Tau filament bind | HBB splicing | GFP derepression | ALOX15 inhib | HADH2 inhib | Hsp90 Hop PPI | Ub-GFP proteasome | ERK AVP inh | CRE-bla Fsk | DNA Pol III inh | Luciferase inh
O=C(CSc1nnc(-c2ccco2)o1)c1ccccc1
    -27% | -0.4% | 0% | 1% | ? | -9% | 6% | 20% | -11% | -1% | -4%
O=C(CN1CCN(C2CCCCC2)CC1)c1ccc2cc[nH]c2c1
    14% | -0.6% | / | -7% | ? | -4% | -5% | / | -13% | -3% | 0%

Some of the compounds tested; the hit share may differ from the screen's.
